From PubChem BioAssay
Pf apPOL inh: Pf-apPOL DNA polymerase inhibition | Recombinant Pf-apPOL, molecular beacon fluorescence, 1.5 h | inhibition, % at 10 µM | 210,000 tested, 0.25% active
mHTT CaM bind: inhibitors of human mutant huntingtin-calmodulin interaction. inhibition, % at 15 µM. 190,000 tested, 3.6% active. AID 1671202. AlphaScreen His-mHTT/GST-CaM binding, luminescence;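 further: 0% = both proteins with DMSO and 100% = one protein alone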
Active calls of the source: *; & = joins results of further samples. No stated cut-off is given here; in the data, active means inhibition above about 50%; inactive means the rest.

How did O=C(CCNS(=O)(=O)c1ccc(Br)s1)Nc1ccc(Cl)cc1 do in these assays?
Pf apPOL inh: -8; mHTT CaM bind: -6

How did O=C(C1CC1)N1CCc2ccccc21 do in these assays?
mHTT CaM bind: -6

What do the screens show for `C#CC(CC)(CC)N=Cc1cc(Br)ccc1OCC`?
Pf apPOL inh: -8

Results for O=C(O)CCNS(=O)(=O)c1ccc(F)cc1 ?
Pf apPOL inh: -9; mHTT CaM bind: -4

How did O=C(Nc1cc(-c2nc3ccccc3s2)ccc1Cl)c1cncc(Br)c1 do in these assays?
Pf apPOL inh: -7; mHTT CaM bind: -14

Results for COc1ccc(NC(=O)CSc2nc3[nH]ncc3c(=O)n2-c2cccc(Cl)c2)c(OC)c1 ?
Pf apPOL inh: -11; mHTT CaM bind: 30

Results for Cc1onc(-c2c(F)cccc2Cl)c1C(=O)Nc1nnc(-c2ccccc2)s1 ?
Pf apPOL inh: -5; mHTT CaM bind: 11

Results for CCC(C)NC(=O)C1CC(c2ccccc2)CN(C(=O)c2ccoc2)C1 (stereo not drawn) ?
Pf apPOL inh: 0; mHTT CaM bind: 15

What do the screens show for `CCOC(=O)N1CCN(C(=O)CN(C)S(=O)(=O)c2ccc(Cl)cc2)CC1`?
Pf apPOL inh: 0; mHTT CaM bind: -3

What do the screens show for `O=C(Nc1cccc(Cl)c1)c1ccc(F)c(S(=O)(=O)NCc2ccc3c(c2)OCO3)c1`?
Pf apPOL inh: -5; mHTT CaM bind: 11

Results for CC(C)Cn1c(S(=O)(=O)O)nc2ccccc21 ?
Pf apPOL inh: 0&3; mHTT CaM bind: -10&-2

Results for Cc1ccc(S(=O)(=O)N2CCN(c3ccccc3F)CC2)cc1[N+](=O)[O-] ?
Pf apPOL inh: -2; mHTT CaM bind: 3

How did COc1ccc(Cl)cc1C(=O)Nc1c2c(nn1-c1cccc(Cl)c1)CSC2 do in these assays?
Pf apPOL inh: -5; mHTT CaM bind: -3

Results for Cc1noc(C2CN(Cc3cc(Br)ccc3F)C2)n1 ?
Pf apPOL inh: -8; mHTT CaM bind: -14

What do the screens show for `COc1ccc(CNS(=O)(=O)Cc2ccccc2)cc1`?
Pf apPOL inh: -5; mHTT CaM bind: -9

What do the screens show for `CCc1c(C)sc(NC(=O)C(C)Oc2cccc(Cl)c2)c1C#N` (stereo not drawn)?
Pf apPOL inh: -13; mHTT CaM bind: -20

What do the screens show for `COc1ccc(NC(=O)c2c(C)nc3ccccn23)cc1`?
Pf apPOL inh: -4; mHTT CaM bind: 1

Results for COc1cccc(-n2c(O)c(C=Nc3ccc(Cl)cc3)c3ccccc3c2=O)c1 ?
Pf apPOL inh: -4; mHTT CaM bind: 6

What do the screens show for `O=C(NCc1ccc(F)cc1)N1CCC2(CC1)Nc1ccccc1-n1cccc12`?
Pf apPOL inh: -4; mHTT CaM bind: 56*

How did CCOc1ccc(C(=O)Nc2ccc(-n3nncc3-c3ccc(OC)c(OC)c3)cc2)cc1 do in these assays?
Pf apPOL inh: -2; mHTT CaM bind: 34

Overlap with the part before: two entries, followed by the next part.
What do the screens show for `O=C(NCc1ccc(F)cc1)N1CCC2(CC1)Nc1ccccc1-n1cccc12`?
Pf apPOL inh: -4; mHTT CaM bind: 56*

How did CCOc1ccc(C(=O)Nc2ccc(-n3nncc3-c3ccc(OC)c(OC)c3)cc2)cc1 do in these assays?
Pf apPOL inh: -2; mHTT CaM bind: 34

What do the screens show for `COc1ccc(CCNC(=O)c2cc3ccccc3c(=O)o2)cc1OC`?
Pf apPOL inh: -8; mHTT CaM bind: 3

How did O=C(O)CCN1C(=O)C(=O)C(=C(O)c2ccccc2)C1c1cccc([N+](=O)[O-])c1 (stereo not drawn) do in these assays?
Pf apPOL inh: -2; mHTT CaM bind: -3

What do the screens show for `CC1(C)Cc2c(c(N3CCOCC3)nc3sc4c(NN)ncnc4c23)CO1`?
mHTT CaM bind: -4

What do the screens show for `CCOC(=O)CSc1nc2ccccc2n1C`?
Pf apPOL inh: 0; mHTT CaM bind: -27

How did CCc1ccc(NC(=O)c2ccc(F)c(S(=O)(=O)NC(C)CC)c2)cc1 (stereo not drawn) do in these assays?
Pf apPOL inh: -4; mHTT CaM bind: 7

Results for CCOc1ccc(C2=NC3(CCN(C)CC3)NC(c3cccc(OC)c3O)C2)cc1 (stereo not drawn) ?
Pf apPOL inh: -1; mHTT CaM bind: 10

What do the screens show for `Cc1onc(-c2ccccc2)c1C(=O)N1CCN(c2ccc([N+](=O)[O-])c(N3CCOCC3)c2)CC1`?
Pf apPOL inh: -7; mHTT CaM bind: 7

How did Cc1ccc([N+](=O)[O-])cc1NC(=O)CC1Sc2ccccc2NC1=O (stereo not drawn) do in these assays?
Pf apPOL inh: -2&-18; mHTT CaM bind: 8&0

What do the screens show for `COc1nc(Cl)cc(C)c1C(=O)NCCc1ccccc1`?
Pf apPOL inh: -7; mHTT CaM bind: -9

How did Cc1ccc(C(=O)N2CCCC2c2nc(-c3ccccc3C)no2)s1 (stereo not drawn) do in these assays?
Pf apPOL inh: -5; mHTT CaM bind: -23

What do the screens show for `Cn1c(SCc2nc3ccccc3[nH]2)nc2ccccc21`?
mHTT CaM bind: 3

What do the screens show for `CC1C(=O)N(Cc2cn(CC3CCCCC3)nn2)CCS(=O)(=O)N1Cc1ccc(-c2ccc(F)cc2)cc1` (stereo not drawn)?
Pf apPOL inh: 5; mHTT CaM bind: 58*

How did CC(/C=C1\N=C(c2ccc(Br)cc2)OC1=O)=C\c1ccccc1 do in these assays?
Pf apPOL inh: -3; mHTT CaM bind: 7

What do the screens show for `Cc1ccc(-c2csc3ncn(Cc4c(F)cccc4F)c(=O)c23)cc1`?
Pf apPOL inh: 3; mHTT CaM bind: -2

How did O=C(CCCS(=O)(=O)Cc1ccccc1)Nc1nc2c(s1)Cc1ccccc1-2 do in these assays?
Pf apPOL inh: 2; mHTT CaM bind: 30

What do the screens show for `Cc1cc(C)cc(NC(=O)c2cnn3cccnc23)c1`?
Pf apPOL inh: 3; mHTT CaM bind: 7

What do the screens show for `O=C(Nc1ccccc1F)C1CC(=O)N(C2CC3CCC2C3)C1` (stereo not drawn)?
Pf apPOL inh: 1; mHTT CaM bind: 0

How did COc1ccc(Br)cc1C(=O)NC1CCCC1 do in these assays?
Pf apPOL inh: -3; mHTT CaM bind: -4

How did COC(=O)c1ccc(Oc2ccc(C3SCCS3)cc2)o1 do in these assays?
Pf apPOL inh: -6

What do the screens show for `CC1(C)CC(CCN(Cc2ccccc2)C(=O)c2ccco2)(c2ccccc2)CCO1` (stereo not drawn)?
Pf apPOL inh: -1; mHTT CaM bind: 26

3 compounds from above, ordered by length of the SMILES, largest number first.
What do the screens show for `Cc1onc(-c2ccccc2)c1C(=O)N1CCN(c2ccc([N+](=O)[O-])c(N3CCOCC3)c2)CC1`?
Pf apPOL inh: -7; mHTT CaM bind: 7

What do the screens show for `COc1nc(Cl)cc(C)c1C(=O)NCCc1ccccc1`?
Pf apPOL inh: -7; mHTT CaM bind: -9

What do the screens show for `CCOC(=O)CSc1nc2ccccc2n1C`?
Pf apPOL inh: 0; mHTT CaM bind: -27

Remaining list, next part
What do the screens show for `CCCc1cc(=O)[nH]c(SCC(=O)Nc2ccc(S(=O)(=O)Nc3nccc(C)n3)cc2)n1`?
Pf apPOL inh: -2; mHTT CaM bind: 6

Results for O=C(c1ccc(F)c(F)c1)N1CCC2(CC1)NC(=O)N(Cc1ccc(F)cc1)C2=O ?
Pf apPOL inh: -2; mHTT CaM bind: 4

What do the screens show for `COc1ccc(NC(=O)C2CCc3sc(C(=O)N(C)C)cc3C2)c(OC)c1` (stereo not drawn)?
Pf apPOL inh: -3; mHTT CaM bind: 11

Results for CCc1c(C2CCN(C(=O)c3cc(C)on3)CC2)noc1N ?
Pf apPOL inh: -6; mHTT CaM bind: -3

How did COc1ccc(OC)c(CNC(=O)C2c3ccccc3CC(=O)N2C)c1 (stereo not drawn) do in these assays?
Pf apPOL inh: 0; mHTT CaM bind: 4

Results for Cc1ccc(NC(=O)c2ccc(Cn3nc(C)c(Br)c3C)o2)cc1F ?
Pf apPOL inh: -8; mHTT CaM bind: 1

Results for COc1ccc(-c2c(C)c3ccc(OC(C)=O)cc3oc2=O)cc1OC ?
Pf apPOL inh: -12; mHTT CaM bind: 21

What do the screens show for `Cn1c(=O)[nH]c2cncc([N+](=O)[O-])c21`?
mHTT CaM bind: 1

How did O=[N+]([O-])c1cc(SCc2ccco2)c2c(C3OCCO3)nn(-c3ccccc3)c2c1 do in these assays?
Pf apPOL inh: -2; mHTT CaM bind: 78*

How did Cc1ccc(C(=O)Nc2ccc(N3CCCN(C(=O)C4CC4)CC3)nc2)cc1 do in these assays?
Pf apPOL inh: -9; mHTT CaM bind: 4

How did Cc1ccc(C(=O)N2CCOCC2)cc1Cl do in these assays?
Pf apPOL inh: -6; mHTT CaM bind: 1

Results for CC(=O)Nc1c(C)cc(C(c2cc(C)c(NC(C)=O)c(C)c2)c2ccco2)cc1C ?
Pf apPOL inh: -6; mHTT CaM bind: -3

What do the screens show for `COc1cccc(C2C(C(=O)Nc3ccccc3OC)=C(C)Nc3nc4ccccc4n32)c1` (stereo not drawn)?
Pf apPOL inh: -6; mHTT CaM bind: 33

What do the screens show for `O=C(COc1ccccc1)Nc1ccccc1F`?
Pf apPOL inh: 1; mHTT CaM bind: -7

How did O=C(NCC1CCCC1c1ccccc1)C1c2ccccc2C(=O)N2CCc3ccccc3C12 (stereo not drawn) do in these assays?
Pf apPOL inh: 0; mHTT CaM bind: 30

How did COCCNC(=O)c1ccc2c(c1)NC(=O)C(N1CCCC1)S2 (stereo not drawn) do in these assays?
Pf apPOL inh: -18; mHTT CaM bind: -5

What do the screens show for `COc1ccccc1OCC(=O)Nc1ccc(S(=O)(=O)Nc2cc(C)cc(C)c2)cc1`?
Pf apPOL inh: -3; mHTT CaM bind: 6

Results for CC1CCN(S(=O)(=O)N2CCC(C(=O)NCc3ccccc3Cl)CC2)CC1 ?
Pf apPOL inh: -14; mHTT CaM bind: -1

What do the screens show for `NC(=NOC(=O)c1cccc(C(F)(F)F)c1)c1cc2nccc(-c3cccc(C(F)(F)F)c3)n2n1`?
Pf apPOL inh: 2

Results for COc1ccc(OC)c(NS(=O)(=O)c2cc3c(s2)CCN(C(C)=O)C3)c1 ?
Pf apPOL inh: -3; mHTT CaM bind: 3

Overlap with the part before: 5 entries; new compounds follow.
How did COCCNC(=O)c1ccc2c(c1)NC(=O)C(N1CCCC1)S2 (stereo not drawn) do in these assays?
Pf apPOL inh: -18; mHTT CaM bind: -5

What do the screens show for `COc1ccccc1OCC(=O)Nc1ccc(S(=O)(=O)Nc2cc(C)cc(C)c2)cc1`?
Pf apPOL inh: -3; mHTT CaM bind: 6

Results for CC1CCN(S(=O)(=O)N2CCC(C(=O)NCc3ccccc3Cl)CC2)CC1 ?
Pf apPOL inh: -14; mHTT CaM bind: -1

What do the screens show for `NC(=NOC(=O)c1cccc(C(F)(F)F)c1)c1cc2nccc(-c3cccc(C(F)(F)F)c3)n2n1`?
Pf apPOL inh: 2

Results for COc1ccc(OC)c(NS(=O)(=O)c2cc3c(s2)CCN(C(C)=O)C3)c1 ?
Pf apPOL inh: -3; mHTT CaM bind: 3

How did CCC(C)NC(=O)c1cc(-c2ccc(Cl)cc2)[nH]c1C (stereo not drawn) do in these assays?
Pf apPOL inh: -13; mHTT CaM bind: 10

Results for O=C(Cn1nnc(-c2ccccc2F)n1)Nc1ccc(OC(F)(F)Cl)cc1 ?
Pf apPOL inh: -1; mHTT CaM bind: -3

What do the screens show for `CSc1cccc(NC(=O)C2CCCN(C(=O)c3cc(C)cc(C)c3)C2)c1` (stereo not drawn)?
Pf apPOL inh: 1; mHTT CaM bind: 3

How did CCCN1C(=O)c2ccc(C(=O)O)cc2C1=O do in these assays?
Pf apPOL inh: -2; mHTT CaM bind: 4

How did COc1ccc(OC)c(NC(=O)c2c(N)sc3c2CCCCC3)c1 do in these assays?
Pf apPOL inh: -4; mHTT CaM bind: 64*

What do the screens show for `O=C(Nc1cccc(O)c1)c1cc(-c2ccc3c(c2)OCO3)on1`?
Pf apPOL inh: -2; mHTT CaM bind: 1

Results for Cc1ccc(NC(=O)NCC2CCN(Cc3ccccc3F)CC2)cc1C ?
Pf apPOL inh: 1; mHTT CaM bind: 3

Results for COC(=O)c1cc(C23CC4CC(CC(C4)C2)C3)ccc1O ?
Pf apPOL inh: -1; mHTT CaM bind: -17

What do the screens show for `CC(=O)c1ccc(NC(=O)COc2cc(C)ccc2C)cc1`?
Pf apPOL inh: -5; mHTT CaM bind: 2

Results for COc1ccc(NC(=O)NCCNc2ccc(C)nn2)cc1Cl ?
Pf apPOL inh: -9; mHTT CaM bind: -10

What do the screens show for `O=C(N1CCN(c2ccccc2)CC1)C(F)(F)C(F)F`?
Pf apPOL inh: -1; mHTT CaM bind: -9

Results for N#Cc1c(Cl)cccc1I ?
Pf apPOL inh: 1

What do the screens show for `O=C(CSc1n[nH]c(-c2ccccc2)n1)c1ccc(O)cc1O`?
Pf apPOL inh: 0; mHTT CaM bind: 1

What do the screens show for `O=C1/C(=C/c2cccc([N+](=O)[O-])c2O)Sc2ccccc21`?
Pf apPOL inh: -4; mHTT CaM bind: 15

How did O=C(NCCc1cccc(Cl)c1)c1cccc(F)c1 do in these assays?
Pf apPOL inh: 0; mHTT CaM bind: -14

Results for CCc1ccccc1NC(=O)C1CCCN(C(=O)c2cccc(C)c2)C1 (stereo not drawn) ?
Pf apPOL inh: 2; mHTT CaM bind: 32

Results for O=c1c2c(nc3cc[nH]n13)CN(S(=O)(=O)c1ccc3c(c1)CCCC3)CC2 ?
Pf apPOL inh: 0; mHTT CaM bind: -3

Results for COc1cc(/C=C2\NC(=O)N(Cc3ccc(Br)cc3)C2=O)cc2c1OCO2 ?
Pf apPOL inh: 0; mHTT CaM bind: 8

What do the screens show for `CC1CCCCN1C(=O)c1ccccc1NC(=O)c1ccc(Br)cc1` (stereo not drawn)?
Pf apPOL inh: -3; mHTT CaM bind: -2

What do the screens show for `COc1ccc(-n2nc(C(=O)Nc3cc(Cl)c(OC)cc3OC)c3ccccc3c2=O)cc1`?
Pf apPOL inh: -11; mHTT CaM bind: -11

How did Cc1ccc(NC(=O)c2cc3c(=O)n4ccccc4nc3s2)cc1C do in these assays?
Pf apPOL inh: -1; mHTT CaM bind: 1

How did Cc1ccc(-c2csc3c(=O)n(Cc4ccccn4)cnc23)cc1 do in these assays?
Pf apPOL inh: -14; mHTT CaM bind: -10
